D1 potentiator: potentiators of human D1 dopamine receptor; P21728; HEK293 TREx D1 cells, calcium flux, dopamine EC20 potentiation; potentiation, % at 10 µM; actives 0.036% (n = 360,000); in the data active = potentiation above about 30%; also: 0% is about no effect
Target sequence (P21728 whole entry, looked up): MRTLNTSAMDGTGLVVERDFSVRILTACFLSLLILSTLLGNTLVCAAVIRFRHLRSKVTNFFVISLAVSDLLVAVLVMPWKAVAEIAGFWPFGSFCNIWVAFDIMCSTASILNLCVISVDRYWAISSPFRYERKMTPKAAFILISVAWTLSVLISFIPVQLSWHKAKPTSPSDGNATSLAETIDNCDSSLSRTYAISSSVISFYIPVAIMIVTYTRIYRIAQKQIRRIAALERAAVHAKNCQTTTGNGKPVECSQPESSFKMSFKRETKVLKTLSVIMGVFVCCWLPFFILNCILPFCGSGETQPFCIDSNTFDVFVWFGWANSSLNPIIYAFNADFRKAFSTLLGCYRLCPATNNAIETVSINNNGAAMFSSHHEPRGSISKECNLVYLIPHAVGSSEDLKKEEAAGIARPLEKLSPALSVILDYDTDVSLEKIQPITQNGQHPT
RXFP1 ag: RXFP1 (human) receptor agonism | Potency, µM (series often up to 57.5 µM), for inactives: top-dose activation, most hits filed as activators | actives 0.3% (n = 370,000) | HEK293T-RXFP1 cAMP TR-FRET, 30 min; response scale: percent of porcine relaxin response, buffer zero | Q9HBX9 | AID 2676; also: potency is read from the fitted curve at half-maximal effect; % is scaled to controls: 0 for no effect and ±100 for the full control effect; nearly all actives have a fitted effect of over 60% in size; many of its hits are not listed in these tables
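HEK293T cells stably expressing RXFP1 were pretreated with the PDE4 inhibitor Ro 20174, exposed to compounds for 30 min at 37C, lysed, and cAMP was read by TR-FRET. Data normalized to buffer (basal) and 29 nM porcine relaxin (100%).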
Vif-A3G inh: inhibitors of Vif-APOBEC3G interaction | Potency, µM (series often up to 46.1 µM), for the others: at the top dose activity, negative = active, usual class: inhibitors | actives 0.076% (n = 410,000) | HeLa A3G-eYFP + Vif (tagged APOBEC3G with the HIV-1 protein that degrades it), YFP fluorescence, overnight | Q9HC16 | AID 602310;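 also: potency is read from the fitted curve at half-maximal effect; % is scaled to controls: 0 for no effect and ±100 for the full control effect; nearly all actives have a fitted effect of over 60% in size; hits raise eYFP signal because A3G escapes Vif-driven loss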
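Read-out is eYFP fluorescence (Ex 488/Em 500-530) from Vif-expressing HeLa A3G-eYFP cells; more signal means A3G escaped Vif-mediated degradation. Cells plated overnight, compound pinned in, incubated overnight at 37 deg C.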
RXFP1 antagonist: blocks the human relaxin receptor RXFP1; actives 0.59% (n = 350,000); activity change, negative = inhibition, % at 57.5 µM; HEK293-RXFP1, relaxin-stimulated cAMP HTRF, 30 min; active compounds read low; Q9HBX9; AID 1259400;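 active = activity change of -60% or lower, but not beyond a set lower limit; inconclusive = change between -60% and -40%, or beyond the set limit; inactive = change above -40%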; also: % is scaled to controls: 0 for no effect and ±100 for the full control effect
D1 ag: agonists of human D1 dopamine receptor | P21728 | HEK293 T-REx D1 cells, calcium flux, agonist mode | activation, % at 2 µM | actives 1% (n = 360,000); in the data active = activation above about 30%; also: 0% is about no effect
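Inducible HEK293 T-REx D1 cells, force-coupled to calcium signalling, were plated at 4000 cells/well with tetracycline and held overnight at 30 C. After no-wash calcium dye loading, compound-evoked calcium rise over 180 s flagged agonists.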
D2 PAM: positively modulates the human D2 dopamine receptor allosterically | P14416 | HEK293 T-REx D2, calcium flux, EC20 dopamine potentiation | potentiation, % at 10 µM | actives 0.34% (n = 340,000);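 active = potentiation over 3 SD above the plate norm, cut at about 30% in these data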; also: 0% is about no effect
Target sequence (P14416 whole entry, looked up): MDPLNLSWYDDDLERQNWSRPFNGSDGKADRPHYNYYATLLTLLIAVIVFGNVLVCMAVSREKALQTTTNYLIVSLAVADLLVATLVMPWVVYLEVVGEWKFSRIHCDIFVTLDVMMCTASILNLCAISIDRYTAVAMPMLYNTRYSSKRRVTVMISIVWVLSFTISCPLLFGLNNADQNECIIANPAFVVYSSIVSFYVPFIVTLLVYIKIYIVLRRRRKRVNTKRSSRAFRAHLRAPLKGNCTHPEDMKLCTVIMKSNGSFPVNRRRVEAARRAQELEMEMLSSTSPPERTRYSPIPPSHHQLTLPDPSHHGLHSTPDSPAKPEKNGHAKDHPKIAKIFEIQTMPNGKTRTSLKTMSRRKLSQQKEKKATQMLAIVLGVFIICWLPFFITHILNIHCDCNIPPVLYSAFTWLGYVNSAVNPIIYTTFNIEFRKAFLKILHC
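Tetracycline-induced HEK293 T-REx cells force-coupled to calcium signalling expressed D2; compounds were pin-added after a 10 s baseline, read kinetically 180 s, then an EC20 dopamine challenge followed with a further 180 s calcium read.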
D1 antag: human D1 dopamine receptor antagonism. HEK293 TREx D1 cells, calcium flux, dopamine EC80; active compounds read low. actives 3.2% (n = 360,000). activity change, negative = inhibition, % at 10 µM; in the data active = activity change below about -30%; also: % is scaled to controls: 0 for no effect and ±100 for the full control effect
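Tetracycline-induced HEK293 Trex D1 cells, force-coupled to calcium, dye-loaded; compounds added and read 180 s, then EC80 dopamine added and calcium flux tracked kinetically another 180 s.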
Vif-A3F inh: inhibitors of Vif-A3F interaction; HeLa A3F-eYFP + Vif (tagged APOBEC3F with the HIV-1 protein that degrades it), YFP fluorescence increase; AID 602313; actives 0.2% (n = 390,000); Potency, µM (titrated, usually from 46.1 µM), without a hit: at the highest dose activity, negative = active; also: potency is read from the fitted curve at half-maximal effect; % of control where 0% means no effect; nearly all actives have a fitted effect of over 65% in size
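Fluorescence increase (Ex 488/Em 500-530) after overnight compound treatment at 37 deg C flags inhibition of Vif-driven A3F-eYFP loss in stable HeLa A3F-eYFP/Vif cells seeded overnight beforehand.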
Glioma ERSR ind: ER stress response induction in glioma; U87-MG GRP78 promoter luciferase reporter, 16 h; Potency, µM, without a hit: at the highest dose activation, hits mostly activators; actives 0.02% (n = 420,000); also: potency is read from the fitted curve at half-maximal effect; series mostly up to about 76 µM; % of control where 0% means no effect; nearly all actives have a fitted effect of over 35% in size
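Stably transfected U87-MG human glioma cells carrying a GRP78-based luminescent sensor were seeded at 1000 cells/well, pin-dosed with compounds and incubated 16 h. Luciferase reagent was then added, and end-point luminescence was read after 10 min at room temperature.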
* = called active by the depositor; ? = inconclusive; · = not tested or not shown; & = joins results of further samples. Unless noted, calls follow the shape of the dose curve; as a rule, active = well fitted curve in the direction sought with a large enough effect; inconclusive = small, poorly fitted or top-dose-only effect, or another doubt; inactive = no such curve, though single readings can be large; an effect the other way counts as inactive or inconclusive. A portion of the library; rates above refer to the full screens.

structure	D1 potentiator	RXFP1 ag	Vif-A3G inh	RXFP1 antagonist	D1 ag	D2 PAM	D1 antag	Vif-A3F inh	Glioma ERSR ind
CCOC(=O)c1ccc(NC(=O)C(CC)CC)cc1	-7	-0.4%	-2%	9	2	9	-7	8%	-4%
COc1ccc(-c2cc(C(=O)NCCN3CCOCC3)c3ccccc3n2)cc1OC	-3	0.3%	-2%	0	0	-4	-3	-1%	-4%
COc1ccccc1NC(=O)c1c(C)cc(C)nc1SCC(=O)Nc1cccc(C)c1	0	0.6%	3%	-12	72*	-7	-1	-2%	-3%
CN1C(C(=O)Nc2cccc(O)c2)=CC(c2ccco2)=NS1(=O)=O	4&0	3.5%&-5.7%	-2%&2%	-20&-14	7&2	-1&5	-15&-7	0%&-1%	-2%&1%
Cc1cc2[nH]c(=O)c(=O)[nH]c2cc1S(=O)(=O)Nc1cccc(F)c1	-1	-2.4%	-1%	-5	4	10	-4	1%	-2%
Cc1cc(NCCN2CCOCC2)n2ncc(-c3ccccc3)c2n1	-2	3.1%	-12%	-9	0	6	5	-4%	-7%
CCCc1cc(=O)[nH]c(SCC(=O)N(C)CC(=O)Nc2ccc(F)cc2)n1	-3	1.1%	-5%	1	0	19	-1	-2%	5%
Cc1ccc(-n2nnnc2SCC(=O)NCCC2=CCCCC2)c(C)c1	-9	0.3%	0%	-11	6	6	-5	-2%	-3%
Cc1cccc(Cn2c(NCC(C)O)nc3c2c(=O)n(C)c(=O)n3C)c1 (configuration not stated)	-3	2.4%	-1%	-3	3	-3	-6	5%	-6%
Cc1ccc(NC(=O)COC(=O)c2ccc([N+](=O)[O-])o2)cc1S(=O)(=O)N1CCCCC1	-2	1.2%	-9%	-10	-2	-4	-5	0%	-3%
COc1ccc([N+](=O)[O-])cc1NC(=O)c1ccc(C)o1	1	0.2%	-1%	21	-1	-4	-1	-2%	-4%
O=C(Cn1ccccc1=O)Nc1ccc(Cl)c(S(=O)(=O)N2CCCCC2)c1	6	-2.1%	8%	4	10	2	-26	14%	-3%
CCOc1cccc(CN2CCCC(N3CCc4cc(OC)c(OC)cc4C3)C2)c1O (configuration not stated)	3	0.5%	-6%	-8	2	-5	8	7%	1%
CC(C)Cn1c(=O)c2sccc2n2c(CCCC(=O)N3CCC(N4CCCCC4)CC3)nnc12	0	16%	0%	-7	0	-3	-9	0%	-4%
C=CCn1c(=O)c2ccccc2n2c(SCc3csc(-c4ccccc4)n3)nnc12	-2	0.2%	2%	5	2	13	4	-12%	1%
CCc1ccc(CN(Cc2ccco2)C(=O)c2cc(-c3ccc(C)c(F)c3)on2)cc1	-3	-3.0%	·	-9	6	8	8	·	·
COc1ccc(Br)cc1C(=O)Nc1ccc(N2CCCC2)cc1	-3	5.8%	3%	6	0	0	-7	10%	-1%
O=c1oc2ccccc2cc1-c1nc(-c2ccccc2)no1	-4	0.5%	0%	-18	2	2	3	3%	-6%
CCOc1ccc2nc(NC(=O)CSc3cn[nH]n3)sc2c1	-7	-1.2%	-5%	-7	0	-8	-1	-7%	-12%
CCOC(=O)c1[nH]cnc1C(=O)NC(C)C	-19	5.8%	-3%	1	0	0	-2	3%	-2%
COc1cc(-c2nc3ccccn3c2/N=C/c2cc(OC)c(OC)c(OC)c2)ccc1O	·	·	-1%	5	·	·	·	-10%	-1%
CSc1ccccc1NC(=O)CN(C)C(=O)COc1cccc2cccnc12	·	·	-1%	-22	·	·	·	?	-5%
CC1=NN(C(C#N)c2c(C)nn(Cc3ccccc3)c2C)C(C)(C)C1 (configuration not stated)	3	-1.4%	0%	-2	7	0	1	-1%	0%
CC1CCCN(C(=O)c2ccc([N+](=O)[O-])o2)C1 (configuration not stated)	7	0.3%	-12%	1	4	5	6	-5%	0%
Cc1nc2c(C(=O)O)cnn2c(C)c1Cc1ccccc1	4	3.2%	4%	-9	-3	4	-8	3%	1%
CCc1nn(CCCC(=O)NC2CCCCC2C)c(=O)c2cc3occc3n12 (configuration not stated)	·	·	1%	11	·	·	·	-2%	-1%
O=C(Nc1nc2ccccc2s1)C1CCCO1 (configuration not stated)	-9	0.4%	0%	1	3	-3	-11	?	0%
CCC(=O)N1c2ccccc2CC1C(=O)NCCc1ccc(Cl)cc1 (configuration not stated)	0	-0.1%	2%	-12	-1	0	-14	-3%	0%
Cc1cc(/C=N/NC(N)=S)c(C)n1-c1cccc(Cl)c1	-3	1.4%	0%	-6	13	3	-2	?	0%
COc1ccc2c(CC#N)c[nH]c2c1	-7	0.0%	-4%	2	3	10	4	-8%	-6%

Whole records as entered above. Order of values: D1 potentiator | RXFP1 ag | Vif-A3G inh | RXFP1 antagonist | D1 ag | D2 PAM | D1 antag | Vif-A3F inh | Glioma ERSR ind
`C=CCn1c(=O)c2ccccc2n2c(SCc3csc(-c4ccccc4)n3)nnc12` is listed with -2 | 0.2% | 2% | 5 | 2 | 13 | 4 | -12% | 1%
`CCOc1ccc2nc(NC(=O)CSc3cn[nH]n3)sc2c1` is listed with -7 | -1.2% | -5% | -7 | 0 | -8 | -1 | -7% | -12%
`Cc1cccc(Cn2c(NCC(C)O)nc3c2c(=O)n(C)c(=O)n3C)c1` (configuration not stated) is listed with -3 | 2.4% | -1% | -3 | 3 | -3 | -6 | 5% | -6%
`CCOC(=O)c1[nH]cnc1C(=O)NC(C)C` is listed with -19 | 5.8% | -3% | 1 | 0 | 0 | -2 | 3% | -2%
`CCOc1cccc(CN2CCCC(N3CCc4cc(OC)c(OC)cc4C3)C2)c1O` (configuration not stated) is listed with 3 | 0.5% | -6% | -8 | 2 | -5 | 8 | 7% | 1%

Some of the entries so far, field by field:
Cc1cc(NCCN2CCOCC2)n2ncc(-c3ccccc3)c2n1
  D1 potentiator: -2
  RXFP1 ag: 3.1%
  Vif-A3G inh: -12%
  RXFP1 antagonist: -9
  D1 ag: 0
  D2 PAM: 6
  D1 antag: 5
  Vif-A3F inh: -4%
  Glioma ERSR ind: -7%

CCCc1cc(=O)[nH]c(SCC(=O)N(C)CC(=O)Nc2ccc(F)cc2)n1
  D1 potentiator: -3
  RXFP1 ag: 1.1%
  Vif-A3G inh: -5%
  RXFP1 antagonist: 1
  D1 ag: 0
  D2 PAM: 19
  D1 antag: -1
  Vif-A3F inh: -2%
  Glioma ERSR ind: 5%

(more compounds)
structure	D1 potentiator	RXFP1 ag	Vif-A3G inh	RXFP1 antagonist	D1 ag	D2 PAM	D1 antag	Vif-A3F inh	Glioma ERSR ind
COc1cc(C2/C(=C(/O)c3ccc(OCC(C)C)cc3)C(=O)C(=O)N2CCN(C)C)ccc1O (configuration not stated)	-4	2.0%	0%	20	1	-3	1	-6%	-2%
CCC(=O)N1CCCc2cc(S(=O)(=O)Nc3ccc(C)c(C)c3)ccc21	2	2.9%	2%	·	4	19	-14	-3%	-1%
O=C(CN(Cc1ccco1)C(=O)CNS(=O)(=O)c1ccc(Cl)cc1)NCc1ccc(F)cc1	·	·	0%	6	·	·	·	9%	-2%
Cc1ccc(NC2CCCN(C(=O)c3cccc(-c4ncc[nH]4)c3)C2)cc1C (configuration not stated)	5	-1.5%	-8%	3	2	0	9	9%	-1%
CN(C)c1ccc(NC(=O)CCn2c(=S)oc3ccccc32)cc1	2	0.2%	-9%	3	0	-1	-15	1%	2%
Cc1ccc(S(=O)(=O)NC(C(=O)O)c2ccccc2)cc1 (configuration not stated)	0	-1.6%	2%	-5	1	-2	5	0%	-2%
CCc1nn(C(CC)C(=O)NCc2cccc(OC)c2OC)c(=O)c2cc3occc3n12 (configuration not stated)	-3	-0.1%	3%	-4	-2	4	1	9%	-2%
CCCNC(=O)N1CCN(S(=O)(=O)c2ccc(C)c(C)c2)CC1	·	·	2%	12	·	·	·	-2%	-3%
CN1C(=O)NC(c2ccc(Cl)cc2)C2=C1CC(C)(C)CC2=O (configuration not stated)	6	-2.3%	7%	-5	4	-3	27	0%	0%
CCCS(=O)(=O)N1CCN(Cc2ccc(OCc3ccccc3)c(OC)c2)CC1	·	·	1%	-13	·	·	·	-7%	0%
COc1ccc(/[N+]([O-])=C/c2ccco2)cc1	-3	-2.2%	-2%	·	6	-2	-20	0%	-1%
CCSc1nnc(NC(=O)CCn2c(=O)oc3ccccc32)s1	-5	3.5%	0%	-4	1	-8	9	0%	-4%
C[C@@H]1CN([C@H](C)CO)C(=O)CCCn2nncc2CO[C@H]1CN(C)Cc1ccc(-c2ccccc2)cc1	·	·	2%	0	·	·	·	1%	-4%
COc1ccc(C)cc1NC(=O)NNC(=O)c1ccoc1C	14	0.3%	0%	-5	2	-2	7	0%	-1%
COc1ccc(S(=O)(=O)NCCc2c[nH]c3ccccc23)cc1OC	-5	1.7%	0%	-10	15	2	-5	10%	-2%
OC(COCc1ccc2c(c1)OCO2)CN1CCN(Cc2ccccc2)CC1 (configuration not stated)	6	-1.8%	2%	-31	7	1	-1	-9%	-4%
Cc1ccc(C)c(C(=O)COC(=O)C2CCN(c3ccc(C(F)(F)F)cn3)CC2)c1	-1	0.5%	-7%	-4	11	4	0	10%	-2%
O=c1c2c3c(sc2nc2n1CCCC2)CCCCC3	-4	0.0%	0%	-17	2	-2	1	4%	5%
O=C(c1ccccc1)N1CCN(CC(O)COc2ccc(Br)cc2)CC1 (configuration not stated)	0	1.6%	4%	-3	8	-9	0	1%	-3%
Cc1ccc(-c2cnc(NCc3ccc(C(F)(F)F)cc3)n2C)cc1	-4	-1.0%	-4%	·	5	-24	18	-14%	-4%
